ZTA counter = blocks Epstein-Barr virus ZTA, an EBNA-1 counter-screen; AID 2234; ZTA-DNA binding, fluorescence polarization; actives 0.15% (n = 320,000); inhibition, % at 11 µM; in the data active means inhibition above about 33%
LYPLA2 inh = LYPLA2 inhibitors, primary screen, counter-screen for PME1 inhibitor project, biochemical, fluorescence polarization, FP-Rh probe ABPP; Acyl-protein thioesterase 2 (Homo sapiens), O95372; recombinant LYPLA2; inhibition, % at 5.9 µM; actives 0.38% (n = 320,000);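 active means inhibition above the screen-wide mean plus 3 SD, limit set per campaign, cut at about 26% in these data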;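 further: 0% = LYPLA2 with DMSO and 100% = wells lacking LYPLA2 enzyme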
PREPL inhibitor = PREPL enzyme inhibitors, primary screen, biochemical, fluorescence polarization; Prolyl endopeptidase-like (Homo sapiens), Q4J6C6; recombinant PREPL, fluorescence polarization activity-based probe; inhibition, % at 5.96 µM; actives 0.68% (n = 320,000); AID 2751, 2010; in the data active means inhibition above about 43%;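 further: 0% = enzyme with DMSO and 100% = wells lacking enzyme; many of its hits are not listed in these tables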
EBNA-1 inhibitor = EBNA-1 DNA-binding inhibitors, primary screen, biochemical, fluorescence polarization. inhibition, % at 14.8 µM. actives 0.34% (n = 300,000). AID 1950, 2009; in the data active means inhibition above about 28%
PAFAH2 inh = PAFAH2 enzyme inhibitors, primary screen, biochemical, fluorescence polarization, human; Platelet-activating factor acetylhydrolase 2, cytoplasmic (Homo sapiens), Q99487; recombinant PAFAH2, FP-rhodamine activity probe; inhibition, % at 3.39 µM; actives 0.99% (n = 340,000);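 active means inhibition above the mean over all tested compounds plus 3 SD, cut at about 30% in these data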;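 further: inhibitors block probe labeling of enzyme so polarization drops; 0% = enzyme with DMSO and 100% = wells lacking PAFAH2 protein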
PAFAH1B3 inh = PAFAH1B3 enzyme inhibitors, primary screen, biochemical, fluorescence polarization, human. Platelet-activating factor acetylhydrolase IB subunit alpha1 (Homo sapiens), Q15102. recombinant PAFAH1B3, FP-rhodamine probe. inhibition, % at 3.39 µM. actives 0.28% (n = 340,000). AID 492972, 2010;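 active means inhibition above the screen-wide average of all tested compounds plus 3 SD, cut at about 25% in these data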;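 further: 0% = enzyme with DMSO only and 100% = wells lacking PAFAH1B3 protein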
Target sequence (Q15102 whole entry, looked up): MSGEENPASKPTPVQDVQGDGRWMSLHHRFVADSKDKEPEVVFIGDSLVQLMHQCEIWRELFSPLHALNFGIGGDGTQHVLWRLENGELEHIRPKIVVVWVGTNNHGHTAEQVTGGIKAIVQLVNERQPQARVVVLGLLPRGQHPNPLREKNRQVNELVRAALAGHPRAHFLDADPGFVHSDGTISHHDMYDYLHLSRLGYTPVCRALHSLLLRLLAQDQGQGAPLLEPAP
LYPLA1 counter = LYPLA1 inhibitors, primary screen, counter-screen for PME1 inhibitor project, biochemical, fluorescence polarization, FP-Rh probe ABPP. inhibition, % at 5.9 µM. Acyl-protein thioesterase 1 (Homo sapiens), O75608. actives 0.16% (n = 320,000). AID 2174, 2009. recombinant LYPLA1;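 active means inhibition above the mean of all tested compounds plus 3 SD, set per campaign, cut at about 14% in these data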;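 further: inhibitors block serine hydrolase probe labeling of LYPLA1 so polarization falls; 0% = enzyme with DMSO and 100% = wells lacking LYPLA1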
Target sequence (O75608 whole entry, looked up): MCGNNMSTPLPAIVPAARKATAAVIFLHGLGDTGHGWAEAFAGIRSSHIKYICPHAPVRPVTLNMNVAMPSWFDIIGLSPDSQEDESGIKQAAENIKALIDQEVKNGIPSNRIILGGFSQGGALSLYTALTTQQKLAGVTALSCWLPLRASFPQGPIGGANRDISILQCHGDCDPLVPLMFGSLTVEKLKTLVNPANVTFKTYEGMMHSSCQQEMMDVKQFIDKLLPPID
pPAFAH inh = pPAFAH enzyme inhibitors, primary screen, biochemical, fluorescence polarization, human. Platelet-activating factor acetylhydrolase (Homo sapiens), Q13093. recombinant pPAFAH, FP-rhodamine probe fluorescence polarization. inhibition, % at 3.39 µM. actives 1.5% (n = 330,000). AID 463082, 2010;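 active means inhibition above the mean inhibition across the screen plus 3 SD, cut at about 25% in these data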;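 further: inhibitors block binding of the rhodamine activity-based probe so polarization drops; 0% = enzyme with DMSO and 100% = wells lacking pPAFAH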
Target sequence (Q13093 whole entry, looked up): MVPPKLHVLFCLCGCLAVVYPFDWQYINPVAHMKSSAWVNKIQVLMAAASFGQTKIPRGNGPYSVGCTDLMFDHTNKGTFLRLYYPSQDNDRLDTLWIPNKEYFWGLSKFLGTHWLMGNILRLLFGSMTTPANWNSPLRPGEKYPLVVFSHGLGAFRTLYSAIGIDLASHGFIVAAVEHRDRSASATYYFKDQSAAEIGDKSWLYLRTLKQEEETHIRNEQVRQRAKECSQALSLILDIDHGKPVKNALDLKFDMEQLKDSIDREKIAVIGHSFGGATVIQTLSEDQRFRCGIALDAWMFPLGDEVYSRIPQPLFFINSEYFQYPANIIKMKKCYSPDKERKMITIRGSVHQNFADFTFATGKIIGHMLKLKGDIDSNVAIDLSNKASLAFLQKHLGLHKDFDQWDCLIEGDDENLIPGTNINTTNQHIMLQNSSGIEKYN
PAFAH1B2 FP inh = PAFAH1B2 enzyme inhibitors, primary screen, biochemical, fluorescence polarization, human; Platelet-activating factor acetylhydrolase IB subunit alpha2 (Homo sapiens), P68402; recombinant PAFAH1B2, FP-rhodamine activity probe; inhibition, % at 3.39 µM; actives 1.2% (n = 340,000);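 active means inhibition above the mean of all tested compounds plus 3 SD, cut at about 24% in these data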;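 further: 0% = enzyme with DMSO and 100% = wells lacking PAFAH1B2; many of its hits are not listed in these tables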
* marks the source's active call; other numbers are inactive results; x = no result given. These rows are one share of the data; rates above refer to the full screens.

no.	compound	LYPLA1 counter	PAFAH1B3 inh	PAFAH2 inh	pPAFAH inh	EBNA-1 inhibitor	PAFAH1B2 FP inh	ZTA counter	PREPL inhibitor	LYPLA2 inh
1	Cc1ccccc1C(=O)N1CCC(C(=O)N2CCCc3ccccc32)CC1	2	14	3	3	x	8	11	3	2
2	O=C(COc1ccccc1F)NNC(=O)c1cccc(-n2cccc2)c1	-1	7	6	-3	-6	5	-1	10	2
3	Cc1cc(Cn2nc(-c3ccccc3C)cc2C(=O)O)on1	5	-10	-4	-4	x	0	-2	6	2
4	O=C(CSc1nnc(-c2c[nH]c3ccccc23)o1)N(Cc1ccccc1)c1ccc(F)cc1	-21	-12	-28	-4	19	-4	15	-12	-42
5	CCCn1c(SCC(=O)NCCCN2CCCC2=O)nc2ccccc2c1=O	x	13	1	0	x	20	x	4	x
6	COc1ccccc1-n1c(SCC(N)=O)nnc1-c1ccccc1	-1	9	-3	3	4	-5	2	-6	1
7	CCc1nnc(NC(=O)c2cccc(S(=O)(=O)N3CC(c4ccccc4)CC3=O)c2)s1 (centres undefined)	-1	12	3	3	2	5	-5	-7	-8
8	Cc1ccccc1C(=O)NC1CCN(CC(=O)NC2CCCCC2)CC1	0	0	2	0	2	4	-7	-1	1
9	Cc1ccc(CNC(=O)C(NS(=O)(=O)c2cccs2)C(C)C)cc1 (centres undefined)	1	2	2	2	-10	2	-8	-8	2
10	Cc1ccc(CN2CCN(CC(=O)N3CCC(C(N)=O)CC3)C2=O)cc1	2	2	1	1	-2	3	-9	0	-2
11	CC(=O)c1c(C)nn(CC(=O)NC2CCCN(Cc3ccc(CC(C)C)cc3)C2)c1C (centres undefined)	-2	-5	6	10	-1	-2	-23	2	-2
12	COc1ccc(OCC(O)CNC(=O)Nc2cc(F)ccc2C)cc1 (centres undefined)	-1	6	0	-10	-1	10	-12	-2	-7
13	CC(C)[C@H](NC(=O)[C@@H]1Cc2ccccc2CN1C(=O)OC(C)(C)C)C(=O)NC1CCCC1	-1	8	-8	2	2	2	12	9	-1
14	O=C(c1cccc2c1C(=O)N(Cc1cccnc1)C2)N1CCN(c2ccccc2)CC1	3	6	4	2	0	1	-5	11	1
15	O=C(/C=C/Nc1ccc(F)c(Cl)c1)c1ccccc1	2	7	1	1	-11	9	-7	-30	2
16	CN(C)C(=O)CCc1ccc2c3c([nH]c2c1)[C@]1(C)[C@@H](C(=O)N2CCCCC2)C[C@H](CC(=O)NCC24CC5CC(CC(C5)C2)C4)C(=O)N1CC3	x	7	1	31*	x	5	x	x	x
17	COc1ccc(C)c2sc(NC(=O)c3cccc(N4C(=O)CCC4=O)c3)nc12	-3	-20	-10	0	5	-6	14	-5	-1
18	Cc1ccc(OCC(=O)Nc2ccccc2Sc2ccc(Cl)cc2)c([N+](=O)[O-])n1	-4	-2	0	10	-2	5	1	7	5
19	COc1ccc(N2Cc3ccccc3C2)cc1Cl	0	-2	8	1	0	1	-9	3	3
20	CCNc1ccc(C(=O)OCC)cc1NC(=O)c1cccc(N(C)C)c1	1	4	5	-4	-5	-2	-13	10	2
21	COc1ccc(Cl)cc1NC(=O)CN(C)C(=O)c1ccc2c(c1)OCCO2	-2	-3	0	4	-4	2	-11	5	1
22	O=C(O)CN1C(=O)/C(=C\c2cc(Br)ccc2OCc2ccccc2Cl)SC1=S	8	9	24	45*	6	2	7	13	14
23	COc1ccc(CN2C[C@H](C)[C@@H](CC(=O)NCc3ccccc3)C2=O)cc1	-1	7	7	5	8	1	0	5	3
24	COc1ccc(C)cc1NC(=O)CCCN1C(=S)NC(C)(C)CC1C (centres undefined)	-1	2	-1	-5	-6	-5	-9	15	7
25	Nn1c(SCc2ccc(F)cc2)nnc1-c1cccnc1	2	10	4	-6	1	3	-4	10	2
26	O=C(NCCc1ccccc1)C1CCN(C2CCN(Cc3ccc(CO)o3)CC2)CC1	0	-5	-1	1	-9	1	-12	1	-1
27	CN(c1ccccc1)S(=O)(=O)c1ccc(C(=O)Nc2nccs2)cc1	-2	-5	-8	4	21	3	7	-3	-12
28	CCOc1ccc2c(c1)/C(=N/N1C(=O)c3ccccc3C1=O)C(=O)N2	-1	-1	2	-3	5	4	8	16	-13
29	O=C(c1cnn2c(C(F)(F)F)cc(-c3ccc4c(c3)OCO4)nc12)N1CCCCC1	-1	3	1	-3	-2	2	3	10	4
30	COc1ccc(CC(NC(=O)c2ccccc2)C(=O)NCC(=O)O)cc1 (centres undefined)	0	-1	1	5	4	-1	-3	2	4
31	CCOC(=O)c1ccc(N/C=C/C(=O)c2ccccc2)cc1	-1	5	-4	2	-2	-5	4	7	5
32	Cc1c(NC(=O)c2cc(-c3ccc(F)cc3)nc3ccccc23)c(=O)n(-c2ccccc2)n1C	x	6	12	5	x	6	x	6	x
33	CC(C)C(NC(=O)CN(c1cccc(F)c1)S(C)(=O)=O)C(C)C	0	-2	9	-6	-13	2	6	-6	-1
34	CN(C(=O)COC(=O)C1(C)CC1(Cl)Cl)c1c(N)n(Cc2ccccc2)c(=O)[nH]c1=O (centres undefined)	0	6	-1	-2	x	-3	9	8	-1
35	Cc1nc(C)c(-c2ccn(C(=O)NC(C)C)n2)s1	0	8	3	0	4	-6	0	5	9
36	COC(=O)CCC(=O)NC(=S)Nc1ccccc1F	0	1	11	-2	-9	8	-1	2	0
37	COc1ccc2c(c1OC)C(=O)N(C(C)C(=O)O)C2=O (centres undefined)	1	-1	-3	5	-3	-2	3	-1	-3
38	NS(=O)(=O)c1ccc(CCNC(=O)CCc2nc3sc4c(c3c(=O)[nH]2)CCCC4)cc1	-5	6	9	10	10	-4	5	-8	0
39	Cc1ccc(NC(=O)c2cccc(S(=O)(=O)N3CCc4ccccc4C3)c2)nc1	-3	-2	-3	-9	-17	6	-21	-8	-9
40	Cc1c(-c2nc(-c3ccc(C(C)(C)C)cc3)no2)n(C)oc1=O	2	10	9	2	10	8	-19	2	2
41	COc1cc(NC(=S)Nc2cccnc2)cc(OC)c1OC	-1	3	-2	4	9	1	6	-2	2
42	CC(=O)NS(=O)(=O)c1ccc(NC(=O)C2c3ccccc3Oc3ccccc32)cc1	0	-8	6	0	7	4	-7	12	-9
43	COC(=O)CSc1nnc(CNC(=O)c2ccccc2F)n1-c1ccccc1	1	11	1	4	0	4	5	-3	-2
44	CCc1nccn1C(=O)c1cnn2c(C(F)F)cc(-c3ccc(C)cc3)nc12	-1	4	15	-1	6	-3	-12	4	-4
45	Cc1cc(C)nc(NC(=O)CCN2C(=O)c3ccccc3S2(=O)=O)n1	3	3	7	8	-3	-3	6	-1	6
46	O=C(Nc1cccc(S(=O)(=O)NC2=NCCC2)c1)C1CCC1	-1	1	-4	-3	-1	2	-5	6	-9
47	COc1ccc(C(=O)Nc2cc(C)on2)c(OC)c1	0	0	5	-2	2	4	8	10	-5
48	CCCCCCN=C(C)C1=C(O)C(C(=O)OC)C(C)(C)CC1=O (centres undefined)	1	4	5	3	3	3	19	-6	-3
49	Cc1ccc(SCc2c(C(=O)N/N=C/c3ccccc3)nnn2-c2nonc2N)cc1	3	-3	-4	9	0	2	7	15	-4
50	O=C(O)CCCNC1=NCCC1	-3	6	-2	-2	-3	0	8	6	-5

Next results follow.
no.	compound	LYPLA1 counter	PAFAH1B3 inh	PAFAH2 inh	pPAFAH inh	EBNA-1 inhibitor	PAFAH1B2 FP inh	ZTA counter	PREPL inhibitor	LYPLA2 inh
51	CC(C)[C@H](NC(=O)c1cccc(S(=O)(=O)N2CCOCC2)c1)C(=O)NCc1ccc(F)cc1	x	4	4	2	x	7	x	15	x
52	Cc1ccc(Cl)c(OCC(=O)NCC(c2cccs2)N2CCOCC2)c1 (centres undefined)	3	3	6	0	-2	1	-14	9	11
53	COc1ccc(CNC(=O)C/C(C)=N/NC(=O)Cc2ccc(OC)cc2)cc1	3	2	-3	1	-2	7	-1	9	2
54	CN(C(=O)COC(=O)c1ccc(Br)c(S(=O)(=O)N2CCOCC2)c1)C1CCCCC1	x	7	18	3	x	8	x	4	x
55	CN1CCCC(n2nc(Cc3ccc(Cl)cc3)c3ccccc3c2=O)CC1 (centres undefined)	-3	-2	-3	3	2	2	2	8	0
56	O=C(c1cccs1)N1CCN=C1SCc1cccnc1	2	-3	-1	-3	-7	1	-9	4	5
57	Cc1cc(C)n(Cc2ccccc2F)c(=O)c1C#N	0	-1	12	-1	-1	4	7	-7	5
58	CCN(Cc1ccccc1)S(=O)(=O)c1ccc(C(=O)N(CCCN(C)C)c2nc3c(F)cccc3s2)cc1	0	-4	3	1	6	-2	-1	9	6
59	CCOC(=O)C1=C(C)NC(C)=C(C(=O)OCC)C1C(=O)OCC(=O)NCCc1ccc(S(N)(=O)=O)cc1	1	-4	1	2	0	-2	8	12	-1
60	O=C(C[n+]1cc(-c2ccc(Br)cc2)n2c1CCCCC2)c1ccccc1	-2	10	9	0	-10	6	-25	34	-3
61	O=C(COc1ccc(S(=O)(=O)NC2CCCCC2)cc1Cl)Nc1ccc2c(c1)OCO2	-10	0	12	7	1	3	-5	-13	9
62	Cc1nn(C)cc1CNC(=O)COc1ccc(Cl)cc1Cl	1	4	-1	1	-5	6	-5	-18	2
63	COc1ccc(C(C)=O)cc1Cn1nc(C)c([N+](=O)[O-])c1C	-4	8	-6	5	3	2	-9	16	-2
64	O=C(NCc1cccc(Cl)c1)c1ccc(S(=O)(=O)Nc2cccc(C(F)(F)F)c2)cc1	-11	-1	-19	4	-8	-4	-2	-3	-26
65	CCCCCc1cc(=O)c2ccccc2o1	x	-1	1	1	x	4	x	-3	x
66	O=C(COc1ccccc1)NCCSCc1ccco1	3	-5	-5	12	-5	1	-11	9	-3
67	CCC(C)C(NC(C)=O)C(=O)NC(=O)NC(c1ccccc1)c1ccccc1 (centres undefined)	0	4	-2	3	-14	6	2	0	6
68	Cc1ccnc(NC(=O)c2cccc(S(=O)(=O)N3CCN(c4ccc(F)cc4)CC3)c2)c1	1	-5	-5	6	-9	1	4	-15	3
69	O=C(CC1(O)C(=O)Nc2cc(Cl)cc(Cl)c21)c1ccccc1O (centres undefined)	0	2	6	3	8	1	14	-5	-1
70	CC(C)n1nnc2ccccc2c1=O	-7	7	-5	8	3	4	11	1	-6
71	COc1ccc(-c2sc3ccccc3c2-c2ccc(OCCN(C)C)cc2)cc1	x	7	-9	10	x	1	x	29	x
72	CN(C)/C=C1\SC(=S)N(c2ccc(Br)cc2)C1=O	11	-5	11	-36	9	0	-5	-40	-3
73	COCC(=O)N1CCCC(N(C)CCc2ccc(OC)c(OC)c2)C1 (centres undefined)	1	12	-10	0	-12	0	-5	15	-2
74	O=C(c1ccco1)[C@@H]1[C@@H]2C(=O)N(c3ccc(F)cc3)C(=O)[C@@H]2C2c3ccccc3C=CN21 (some centres undefined)	-2	x	x	4	-3	x	5	12	-1
75	O=C1CCc2cc(S(=O)(=O)N3CCC(C(=O)NCCC4=CCCCC4)CC3)ccc2N1	-1	3	6	3	0	7	-13	-3	2
76	CCCOc1ccc(-c2cnc(SCC(N)=O)nc2N)cc1	4	4	-3	8	-9	0	-12	16	4
77	COc1ccccc1CNC(=O)CNC(=O)c1ccc(Br)o1	-1	6	1	0	-5	1	5	-1	6
78	Cc1ccc(-c2c(C(=O)N/N=C/c3cccnc3)nnn2-c2nonc2N)cc1	0	-3	-5	3	5	-3	3	-9	1

From PubChem
